Compound activity (PubChem)
TRHR PAM – TRH receptor (human) allosteric enhancement. 360,000 tested, 0.66% active. AID 493056. enhancement, % at 2 µM. P34981. TRHR cells, fluo-8 calcium fluorescence, EC20 TRH enhancement; in the data active means enhancement above about 30%; further: 0% is about no effect
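TRHR-expressing cells loaded with fluo-8 calcium dye were read kinetically (ex 480/em 530) during compound addition, then stimulated with an EC20 of TRH (10 nM final). Enhancement of the Gq-mediated intracellular calcium response was scored.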
rTrxR1 inhibitor – rat TrxR1 inhibition | recombinant rTrxR1, NADPH fluorescence consumption, selenite substrate | Potency, µM (titrated, usually from 114 µM), inactives show at the top dose activity change, negative = inhibition, hits mostly inhibitors | 390,000 tested, 1% active | AID 588453; further: potency means the concentration at half of the fitted maximal effect; on the % scale 0 is the no-effect control and ±100 the full control effect; nearly all actives have a fitted effect of over 65% in size
Target sequence (O89049 whole entry, looked up): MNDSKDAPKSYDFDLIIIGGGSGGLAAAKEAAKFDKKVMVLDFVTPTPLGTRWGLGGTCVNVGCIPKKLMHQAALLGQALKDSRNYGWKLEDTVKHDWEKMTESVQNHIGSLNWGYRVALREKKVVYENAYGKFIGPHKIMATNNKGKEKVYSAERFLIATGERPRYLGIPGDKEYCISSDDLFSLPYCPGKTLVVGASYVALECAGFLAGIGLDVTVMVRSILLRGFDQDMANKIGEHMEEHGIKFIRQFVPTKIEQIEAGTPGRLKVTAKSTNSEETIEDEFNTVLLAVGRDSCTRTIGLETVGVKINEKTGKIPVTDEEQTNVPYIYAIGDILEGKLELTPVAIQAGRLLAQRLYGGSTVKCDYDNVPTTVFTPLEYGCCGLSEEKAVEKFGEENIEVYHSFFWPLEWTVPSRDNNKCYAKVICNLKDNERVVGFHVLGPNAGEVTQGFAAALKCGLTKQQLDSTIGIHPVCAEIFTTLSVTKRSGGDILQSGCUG
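Rat TrxR1 (90 nM in the dispensed reagent) was pre-reduced with 400 uM NADPH for 5 min at room temperature, then incubated with compound for 15 min. After 400 uM selenite was added, NADPH fluorescence (Ex 340/Em 450 nm) was followed for 8 min.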
Pin1 inhibitor – blocks the human prolyl isomerase Pin1; 390,000 tested, 0.009% active; Potency, µM (doses to about 115 µM), inactives show top-dose activity, negative = inhibition, most hits filed as inhibitors; AID 504891; Pin1 FP peptide displacement, HiFluor488, 10 min; Q13526; active means well fitted inhibition curve with a large enough effect in the polarisation, with a control signal flat, not every such curve was filed as active; inconclusive means small, poorly fitted or top-dose-only effect, or effect the other way, or a change in a side signal; inactive means no such curve, though single readings can be large or run the other way; the % refers to the polarisation; further: potency means the concentration at half of the fitted maximal effect; on the % scale 0 is the no-effect control and ±100 the full control effect
Target sequence (Q13526 whole entry, looked up): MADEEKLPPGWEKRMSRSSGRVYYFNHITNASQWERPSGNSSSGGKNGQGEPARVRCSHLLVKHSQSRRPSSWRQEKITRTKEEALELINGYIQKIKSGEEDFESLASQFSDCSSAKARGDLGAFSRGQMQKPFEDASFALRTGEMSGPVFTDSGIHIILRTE
D2 ag – activates the human D2 dopamine receptor; P14416; HEK293 T-REx D2 cells, calcium flux agonist mode; activation, % at 2 µM; 340,000 tested, 0.53% active; AID 485358;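 active means activation over 3 SD above normal in the single-dose calcium agonist read, cut at about 30% in these data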; further: 0% is about no effect
Target sequence (P14416 whole entry, looked up): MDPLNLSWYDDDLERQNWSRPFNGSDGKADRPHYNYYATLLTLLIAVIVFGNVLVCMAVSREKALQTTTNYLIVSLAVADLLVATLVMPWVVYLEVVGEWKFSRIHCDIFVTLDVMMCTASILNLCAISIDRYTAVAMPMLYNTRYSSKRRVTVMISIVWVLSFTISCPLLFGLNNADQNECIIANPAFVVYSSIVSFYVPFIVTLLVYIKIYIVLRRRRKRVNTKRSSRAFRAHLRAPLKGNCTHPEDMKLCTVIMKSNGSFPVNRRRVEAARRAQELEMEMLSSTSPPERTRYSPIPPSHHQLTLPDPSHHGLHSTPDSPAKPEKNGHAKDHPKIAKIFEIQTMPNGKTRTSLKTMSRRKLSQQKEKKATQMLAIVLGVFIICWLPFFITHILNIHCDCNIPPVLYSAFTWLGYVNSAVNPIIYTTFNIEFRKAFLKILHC
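Tetracycline-induced HEK293 T-REx cells with force-coupled D2 receptor, plated overnight at 30 C, loaded with no-wash calcium dye. After a 10 s baseline, compound was pin-added and calcium flux read kinetically for 180 s; calcium rises flagged agonists.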
USP1-UAF1 inh – USP1/UAF1 (human) deubiquitinase inhibition; Potency, µM (series often up to 57.1 µM), for the others: at the top dose activity change, negative = inhibition, hits mostly inhibitors; 390,000 tested, 0.23% active; recombinant USP1/UAF1, Ub-Rhodamine cleavage fluorescence; O94782; further: potency means the concentration at half of the fitted maximal effect; on the % scale 0 is the no-effect control and ±100 the full control effect; nearly all actives have a fitted effect of over 60% in size; inactives centre near -12
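1 nM enzyme complex + cpd, 15 min RT; start with Ub-Rho 150nM final; kinetic fluorescence ex 480/em 540, 6 reads q60 s. Buffer 50mM HEPES pH 7.8, 0.5mM EDTA, 0.1 mg/ml BSA, 1mM TCEP, 0.01% Tween-20.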
TRHR agonist – TRH receptor (human) agonism | 360,000 tested, 0.18% active | activation, % at 2 µM | TRHR cells, calcium flux fluo-8, FDSS agonist mode | P34981; in the data active means activation above about 30%; further: 0% is about no effect
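TRHR-expressing cells, plated overnight in medium with 10% serum, were loaded with fluo-8 calcium dye at room temperature. After a 10 s baseline, library compound was pin-added and calcium release was recorded kinetically (ex 480/em 530) as agonist response.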
TrxR1 substrate – rat thioredoxin reductase 1 substrate activity; O89049; purified TrxR1 substrate turnover, NADPH consumption readout; Potency, µM (highest dose often 114 µM), without a hit: at the highest dose activity change, negative = substrate turnover; 390,000 tested, 0.01% active; further: potency means the concentration at half of the fitted maximal effect; on the % scale 0 is the no-effect control and ±100 the full control effect; nearly all actives have a fitted effect of over 50% in size
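Rat TrxR1, dispensed at 90 nM, was prereduced with 400 uM NADPH (final) for 5 min at ~22 deg C, then incubated with compound 15 min before 400 uM selenite. A first-read NADPH fluorescence drop versus no-compound background flagged substrates.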
mIDH1 inhibitor – blocks human mutant IDH1 R132H enzyme; 390,000 tested, 0.093% active; AID 602179; IDH1-R132H enzyme, NADPH consumption, diaphorase/resazurin fluorescence; O75874; Potency, µM (highest dose often 76.6 µM), inactives show at the top dose activity change, negative = inhibition, usual class: inhibitors; further: potency means the concentration at half of the fitted maximal effect; on the % scale 0 is the no-effect control and ±100 the full control effect; nearly all actives have a fitted effect of over 65% in size
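IDH1-R132H (0.5 ug/mL) preincubated 30 min with compound, then NADPH (0.016 mM) and alpha-KG (2 mM) added; 80 min at RT, pH 7.5. Remaining NADPH coupled via diaphorase/resazurin to fluorescence (540/590 nm); concentration-response curves normalized to no-enzyme control.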
D2 antag – antagonizes the human D2 dopamine receptor; HEK293 TREx D2 cells, calcium flux, dopamine EC80; inhibition, % at 10 µM; 340,000 tested, 2% active; in the data active means inhibition above about 30%; further: 0% is about no effect
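Calcium flux kinetic readout in an inducible HEK293 TREx D2 line plated overnight at 30 C. After 180 s compound exposure, an EC80 dopamine challenge follows with another 180 s kinetic read to detect antagonism.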
The depositor's hits bear a star; ? = inconclusive; . = no result given; & = joins results of further samples; [ ] = dose if it differs, or a comment. Unless noted, the call rests on the fitted dose curve; in most records, active means well fitted inhibition curve with a large enough effect; inconclusive means small, poorly fitted or top-dose-only effect; inactive means no such curve, though single readings can be large or run the other way.

SMILES	TRHR PAM	rTrxR1 inhibitor	Pin1 inhibitor	D2 ag	USP1-UAF1 inh	TRHR agonist	TrxR1 substrate	mIDH1 inhibitor	D2 antag
COc1ccc(C(=O)Nc2cccc(C)c2)cc1	-5	-7%	1%	-0.2	-9%	-0.3	-3%	5%	-2
COc1ccc(NC(=O)COc2cc(O)c3c(c2)OC(C)(C)CC3=O)cc1	-2	9%	-1%	-0.3	-21%	-0.2	-8%	-1%	14
Cc1cccc(/C=C(\C(=O)C(=O)O)c2ccc3ccccc3n2)c1	-2	38%[57.1 µM]	?	5.2	-11%	3.2	1%[57.1 µM]	4%	13
O=c1c(N2CCOCC2)c(N2CCOCC2)c1=O	-1	23%	-9%	-1.2	-27%	-0.1	-2%	-5%	1
CCOC(=O)C1CCCN(C(=O)C2CCN(c3nnc(C)c4c(C)n(-c5ccccc5)nc34)CC2)C1 (stereo not given)	-2	-7%	5%	0.1	-4%	-0.5	-4%	19%	.
O=C(Nc1cc2ccccc2oc1=O)c1ccccc1	-1	21%[57.1 µM]	4%	-0.7	-12%	-1.2	11%[57.1 µM]	0%	4
CN(CCO)C(=O)c1c(NC(=O)c2ccccc2)sc2c1CCCC2	4	-13%	10%	0.2	-25%	-1.1	-2%	6%	22
CC(C)Cc1nnc(NC(=O)CCC(=O)N2CCN(Cc3ccc(Cl)cc3)CC2)s1	2	11%	-4%	0.6	-6%	0.2	-2%	0%	-3
CS(=O)(=O)N(CC(=O)NCc1ccc2c(c1)OCO2)c1cccc(Cl)c1	3	1%[57.1 µM]	4%	0.9	-26%	1.6	1%[57.1 µM]	-6%	1
O=S(=O)(Nc1ccc2c(c1)OCCO2)c1c(F)cccc1F	9	2%	-1%	-1.0	-18%	-0.4	-4%	-6%	-21
CCc1nc(NCCO)c(C#N)c2c1CCCC2	3	0%	0%	-0.1	-9%	0.1	9%	-5%	10
O=C(Cc1c(F)cccc1Cl)NC1CCN(Cc2ccccc2)CC1	.	14%	-7%	.	-24%	.	4%	-7%	.
COc1ccccc1OS(=O)(=O)c1ccc(NC(C)=O)cc1	4	16%[57.1 µM]	0%	1.3	-17%	0.1	6%[57.1 µM]	-8%	16
CSCc1cc(N2CCOCC2)nc(SCc2ccc(Cl)cc2Cl)n1	15	16%	23%	0.2	-23%	-0.3	2%	-4%	-7
O=C(O)c1c[nH]c(=O)c2ccccc12	8	17%[57.1 µM]	-3%	0.2	-4%	0.2	-8%[57.1 µM]	16%	8
Cc1c(C(=O)OCC2CCCCC2)[nH]c2c1C(=O)CC(c1ccc(F)cc1)C2 (stereo not given)	4	20%	-5%	.	22%	-2.7	0%	-4%	.
CCOCCc1nn2c(=O)cc(COC(=O)Cc3ccccc3)nc2s1	-5	3%[57.1 µM]	4%	1.1	8%	-0.1	-1%[57.1 µM]	0%	.
COc1cc(CN(C(=O)COc2ccccc2)c2ccccn2)cc(OC)c1OC	-1	32%	1%	1.3	-25%	0.3	1%	-3%	.
Cc1cc(OCC(=O)NCCc2ccc(S(N)(=O)=O)cc2)c2c(C)c(C)c(=O)oc2c1	9	69%[activator]	8%	-0.2	-22%	-0.2	43%[activator]	6%	-3
O=C(Nc1cc(-c2ccccc2)[nH]n1)c1ccc(Cl)cc1	7&-5	17%	-1%	-0.5&0.5	-20%	0.7&2.5	0%	4%	-17

Arranged by molecular weight (ascending): some entries from above.
SMILES	TRHR PAM	rTrxR1 inhibitor	Pin1 inhibitor	D2 ag	USP1-UAF1 inh	TRHR agonist	TrxR1 substrate	mIDH1 inhibitor	D2 antag
O=C(Nc1cc(-c2ccccc2)[nH]n1)c1ccc(Cl)cc1	7&-5	17%	-1%	-0.5&0.5	-20%	0.7&2.5	0%	4%	-17
Cc1cccc(/C=C(\C(=O)C(=O)O)c2ccc3ccccc3n2)c1	-2	38%[57.1 µM]	?	5.2	-11%	3.2	1%[57.1 µM]	4%	13
O=S(=O)(Nc1ccc2c(c1)OCCO2)c1c(F)cccc1F	9	2%	-1%	-1.0	-18%	-0.4	-4%	-6%	-21
COc1ccc(NC(=O)COc2cc(O)c3c(c2)OC(C)(C)CC3=O)cc1	-2	9%	-1%	-0.3	-21%	-0.2	-8%	-1%	14
COc1cc(CN(C(=O)COc2ccccc2)c2ccccn2)cc(OC)c1OC	-1	32%	1%	1.3	-25%	0.3	1%	-3%	.
CC(C)Cc1nnc(NC(=O)CCC(=O)N2CCN(Cc3ccc(Cl)cc3)CC2)s1	2	11%	-4%	0.6	-6%	0.2	-2%	0%	-3

(more compounds)
SMILES	TRHR PAM	rTrxR1 inhibitor	Pin1 inhibitor	D2 ag	USP1-UAF1 inh	TRHR agonist	TrxR1 substrate	mIDH1 inhibitor	D2 antag
CN(C(=O)c1ccc2c(c1)N(Cc1cccc(Cl)c1)C(=O)c1ccccc1S2(=O)=O)C1CCCCC1	-3	16%[57.1 µM]	10%	0.4	1%	0.2	-3%[57.1 µM]	-18%	.
Cc1ccccc1-n1ncc2c1CC(C)(C)CC2NC(=O)CCC(F)(F)F (stereo not given)	20	15%[57.1 µM]	-1%	1.3	-5%	-0.3	-8%	1%	-9
CCOC(=O)c1nn(-c2ccc(Cl)cc2C)ccc1=O	3	-2%	0%	0.6	1%	-0.4	-7%	4%	-6
COc1ccccc1C(=O)Nc1ccc(C(=O)OCc2cc(=O)n3c4c(sc3n2)CCCC4)cc1	-3	13%[57.1 µM]	-12%	-0.8	-18%	0.8	-1%[57.1 µM]	-15%	.
CN(C)CCCN1CC(=O)N2[C@@H](Cc3c([nH]c4ccccc34)C2(C)C)C1=O	8	22%	1%	1.7	-9%	0.0	2%	2%	6
CCOC(=O)N1CCN(C(=O)CSc2nc3c(cnn3-c3ccccc3)c(=O)[nH]2)CC1	-3	22%[57.1 µM]	1%	-0.3	-15%	0.3	7%[57.1 µM]	1%	-19
CC(=O)Nc1ccc2c(c1)ncn2C	-2	2%	4%	0.3	-16%	0.3	-2%	5%	-1
C/C(=N\NC(=O)CSc1nc(C)cc(C)n1)c1cccs1	2	12%	0%	1.7	-4%	0.0	-2%	0%	-9
O=C(Nc1ccc2c(c1)OCO2)[C@@H]1CCCN1S(=O)(=O)c1cccc2cccnc12	5	14%[57.1 µM]	0%	-1.0	?	-0.6	10%[57.1 µM]	-6%	-1
CCOC(=O)CC1COc2ccccc2N1C(=O)c1cccc([N+](=O)[O-])c1 (stereo not given)	31*	-11%	-1%	-0.2	-30%	-0.2	-7%	-3%	-7
S=C(Nc1ccccc1)N1CCc2ccccc21	-6	9%	-6%	0.3	-15%	-0.3	-3%	-8%	-3
O=C(CN(Cc1ccco1)Cc1ccco1)Nc1cc(S(=O)(=O)N2CCCCC2)ccc1Cl	2	-11%	37%[activator]	1.7	-22%	2.2	3%	14%	17
COc1cc(SC)ccc1C(=O)NCCNC(=O)c1nonc1N	-4	-13%[57.1 µM]	-3%	-0.9	3%	-0.1	-8%[57.1 µM]	-10%	-6
O=C(O)CSc1ccc(NC(=O)Nc2ccccc2F)cc1	4	24%	-4%	1.7	5%	-0.8	1%	0%	20
COc1ccccc1NC(=O)CNC(=O)c1ccc(F)cc1	10	15%[57.1 µM]	-7%	-0.2	0%	-0.3	-14%	3%	11
Cn1cnnc1SCC(=O)Nc1ccc2nc(SCc3ccccc3F)sc2c1	-3	13%	12%	-0.6	-20%	-0.9	8%	12%	0
Cc1ccc(NC(=S)NCc2ccccn2)cc1	23	5%	-5%	-0.5	-5%	0.5	4%	7%	-5
O=C(CN1CCOCC1)Nc1nc2ccc(Br)cc2s1	0	15%	-4%	.	-22%	0.4	2%	7%	.
O=C(CCC1CCN(Cc2ccc(C#CCCO)cc2)CC1)NC1CC1	-2	15%	-4%	1.3	-1%	-0.2	0%	-10%	5
O=C(COc1ccc2ccccc2c1)NNC(=O)c1cnccn1	-8	-9%	-2%	0.3	-6%	0.9	-6%	0%	8
O=C(COc1ccccc1Cl)Nc1ccc(NC(=O)c2ccco2)cc1	3	19%	-5%	0.5	-23%	0.4	10%[57.1 µM]	14%	7
Cc1nc(SCC(=O)NCC2CCCO2)c2oc3ccccc3c2n1 (stereo not given)	5	2%	0%	.	?	-0.1	6%	7%	.
COc1ccc(-n2cc(-c3ccccc3)[n+]3c2CCCCC3)cc1	1	5%[57.1 µM]	-3%	2.1	-26%	0.1	-1%[57.1 µM]	3%	-6
COc1ccc(C(=O)NC(=S)Nc2cccc3ncccc23)cc1[N+](=O)[O-]	-2	?	-2%	0.8	-24%	0.2	1%	19%	2
O=C(CCn1cnc2onc(-c3ccc(F)cc3)c2c1=O)N1CCN(c2cccc(Cl)c2)CC1	2	17%	12%	0.9	?	0.4	-10%	-13%	.
CN(C)CCCNc1nc(-c2ccc(Cl)cc2)nc2ccccc12	2	10%	1%	3.4	-10%	0.9	-2%	5%	13
COC(=O)c1cc(NC(=O)c2ccc(OC)cc2)c(=O)oc1C	1	14%[57.1 µM]	12%	-0.7	-13%	0.5	6%[57.1 µM]	2%	8
COc1ccc(N=Nc2ccc(CO)cc2)cc1	.	10%[57.1 µM]	2%	.	-16%	.	-1%[57.1 µM]	4%	.
Cc1ccn(S(=O)(=O)c2ccc(C(C)(C)C)cc2)n1	4	-1%	-2%	0.2	-13%	-0.6	-4%	-1%	-18
Cc1ccc(S(=O)(=O)NCCC(=O)NCc2ccco2)cc1	-1	-3%	4%	0.7	-18%	-0.7	1%	-4%	5
CN(Cc1ccccc1)C(=O)C1CCN(Cc2ccc(F)cc2)CC1	10	-2%	-6%	.	-4%	-0.1	-2%	-4%	.
Cc1cccc(N(CC(=O)NCc2ccc(F)cc2)C(=O)c2ccco2)c1	17	-4%[57.1 µM]	-1%	0.1	-4%	-0.6	0%[57.1 µM]	-3%	5
COc1cccc(C(=O)Nc2ccc3c(c2)OCO3)c1OC	-4	15%	-4%	-0.2	-14%	0.3	1%	2%	-11

Only part of the results is shown; count on the stated rates, not on these rows.
